Bioassay records from PubChem BioAssay.
Dynein cargo inh: inhibitors of GR-EGFP nuclear translocation, primary screen, dynein cargo transport inhibitor project, imaging, high-content, 3617.4 mouse cells | test concentration mostly 20 µM; stimulated with dexamethasone, 1 µM; active compounds read low | z-score, hits read low | actives 0.47% (n = 220,000);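 active = plate z-score of nuclear minus cytoplasmic receptor signal below a set negative limit, without overly bright fluorescence or cell loss, cut at about -3.5 in these data, passing the limit was not always enough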;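 also: z-score of nuclear minus cytoplasmic ring GR-EGFP intensity difference per well; some compounds called inactive have numbers as strong as hits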
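Also added: dexamethasone, 1.0 µM final. Medium: tet-free, stripped-serum medium. Detection: fixed, Hoechst-stained cells imaged at 10x for EGFP. Read-out: nuclear-to-cytoplasmic GR-EGFP distribution per well. Times: induction 48 h, compound 1 h, agonist 30 min.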
bCat nuc transl: modulators of beta-catenin nuclear translocation, primary screen, imaging, HeLa cells, immunofluorescence, high-content. nuclear translocation activity, % at 5 µM. actives 0.3% (n = 190,000). AID 1665, 2009;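 active = nuclear translocation activity above 50% at 5 µM, with a well cell count of 50 or more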;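 also: per-cell ratio of nuclear to cytoplasmic median beta-catenin stain intensity; plate controls were DMSO negative control for no effect and GSK-3 inhibitor IX positive control for full effect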
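Read-out: Nuclear/cytoplasmic beta-catenin signal ratio, % activation | Assay system: Human HeLa cell line | Times: 24 h compound exposure at 37°C, 5% CO2 | Signal: Fluorescence imaging of beta-catenin antibody stain plus DAPI | Dosing: 5 µM primary, 0.02–20 µM confirmation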
T cell HTS: modulators of CD8 T cell-vesicle binding, primary screen, mouse 2C CD8+ T cells, flow cytometry | 2C CD8+ T cell-vesicle binding; active compounds read low | calls only at 7 µM | actives 0.068% (n = 330,000) | AID 2052, 2009;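 active = response, share of CD8 T cells binding vesicles, and their 90th percentile fluorescence all below set limits, cut at about 80% in these data, passing the limit was not always enough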
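Assay system – 2C mouse CD8+ T cells · Also added – QL9-loaded Drosophila micro-vesicles · Timing – Cell–vesicle co-incubation 1.5 h at 37 °C, staining 20 min on ice · Signal – flow cytometry of vesicle-bound cells · Measure – percent CD8+ FL2 mean versus row control · Controls – Peptide-free naked vesicles (low) and QL9 vesicles with 0.7% DMSO vehicle (high)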
Myeloid diff MLP: induction of myeloid progenitor differentiation, primary screen, cell-based, flow cytometry, MLPCN library; ER-HoxA9 myeloid progenitors, lysozyme-GFP differentiation; calls only at 10 µM; actives 1% (n = 360,000); AID 624256, 2012;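 active = normalized GFP-positive differentiation at or above the plate's own cutoff, the solvent-only control mean plus 3 SD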;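 also: cells exposed to compound for four days before flow analysis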
MT stabilizer: microtubule stabilizers in HeLa cells, primary screen, imaging, high-content imaging; HeLa tubulin immunostaining HCS, 24 h; share of cells brighter than vehicle mean+2SD; % tubulin-high responders, % at 10 µM; actives 0.83% (n = 200,000);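 active = plate Z-score above 3 for both tubulin-high and condensed-nucleus cell shares, with cell loss under 80%, at 10 µM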;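 also: anti alpha tubulin signal scored within the nucleus-defined area of each cell; some results filed as inactive read as strong as hits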
PMI inhibitors: inhibitors of human PMI, primary screen, biochemical, fluorescence intensity, coupled assay (AID 1209) | Mannose-6-phosphate isomerase (Homo sapiens) | purified PMI enzyme, coupled fluorescence intensity; higher % means a stronger effect | one-dose inhibition, % at 20 µM; IC50 in µM for titrated hits | actives 0.42% (n = 190,000); in the data active = inhibition above about 50%;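 also: plate controls were DMSO vehicle for no effect and wells lacking substrate for full effect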
Hep lipid drop: inhibitors of hepatocyte lipid droplet formation, primary screen, imaging, high-throughput imaging, BODIPY stain. AML12 mouse hepatocytes, oleate lipid droplets. inhibition, % at 6.5 µM. actives 0.4% (n = 240,000). AID 1656, 2009;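 active = lipid droplet intensity inhibited by at least 50%, with more than 500 cells counted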
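Material – AML12 mouse liver cells · Also added – oleate loading, 100 µM · Compound dosing – 6.5 µM single-point dosing · Times – overnight treatment with compound plus oleate · Measured by – fluorescence imaging, 20x objective, two fields per well · Read-out – percent inhibition of filter-corrected integrated lipid droplet intensity per well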
TNAP activators: human TNAP enzyme activators, primary screen, biochemical, luminescent, no phosphate acceptor, uHTS (AID 1001). Alkaline phosphatase, tissue-nonspecific isozyme (Homo sapiens). purified TNAP, luminescent activation assay, no phosphate acceptor; higher activation fold means a stronger effect. one-dose activation fold at 20 µM; EC50 in µM for titrated hits. actives 0.03% (n = 200,000); in the data active = activation fold from about 3, or a potency from the dose series; inactive = the rest, 99 in 100 with activation fold below about 1.6; also: many of its hits are not listed in these tables
Ins promoter up: insulin promoter activators in MIN6 cells, imaging, high-content screening, mouse beta cells; MIN6 insulin promoter-GFP reporter; active compounds read high; z-score at 5 µM; actives 0.3% (n = 190,000); AID 1625, 2009;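 active = z-score above 3 at 5 µM with at least 500 cells counted in the well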
Dynein cargo inh cytoplasmic EGFP: recorded beside Dynein cargo inh, whose call it bears; z-score; measured here: cytoplasmic GR-EGFP intensity; active compounds read high
Dynein cargo inh nuclear GR-EGFP: further read-out of Dynein cargo inh, marked with its call; z-score; measured here: nuclear GR-EGFP intensity;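 lower value marks the stronger effect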
Dynein cargo inh cell count: further read-out of Dynein cargo inh, marked with its call; z-score; measured here: cell count per field
Ins promoter up cell count: second read-out of Ins promoter up, no call of its own (marks repeat the call); cell count; measured here: cytotoxicity, nuclei count;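 total cells summed across four imaged fields per well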
Hep lipid drop cells 6.5 µM: also measured in Hep lipid drop; calls as there; cell count; measured here: cell count, cytotoxicity flag;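 cells counted across two imaged fields per well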
bCat nuc transl cell count 5 µM: further read-out of bCat nuc transl, marked with its call; cell count; measured here: cell count, cytotoxicity flag
T cell HTS vesicle-bound %: further read-out of T cell HTS, marked with its call; double positive events, %; measured here: CD8+ vesicle-bound cell fraction;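 binding gate set so that unloaded-vesicle control wells show 10% double positive cells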
MT stabilizer Hoechst-high %: also measured in MT stabilizer; calls as there; % Hoechst-high responders; measured here: nuclear condensation Hoechst responders;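 share of cells brighter than vehicle mean plus two SD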
MT stabilizer cytotoxicity %: recorded beside MT stabilizer, whose call it bears; toxicity, %; measured here: cytotoxicity by cell density;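 0% = mean cell density of plate MIN control wells and 100% = no cells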
Myeloid diff MLP GFP+ MAC1+ %: further read-out of Myeloid diff MLP, marked with its call; GFP+ MAC1+ double positive, %; measured here: differentiation confirmed by MAC1 staining
Active calls of the source: *; i = inactive; . = not tested or not shown.

SMILES	Dynein cargo inh	Dynein cargo inh cytoplasmic EGFP	Dynein cargo inh nuclear GR-EGFP	Dynein cargo inh cell count	bCat nuc transl	bCat nuc transl cell count 5 µM	T cell HTS	T cell HTS vesicle-bound %	Myeloid diff MLP	Myeloid diff MLP GFP+ MAC1+ %	MT stabilizer	MT stabilizer Hoechst-high %	MT stabilizer cytotoxicity %	PMI inhibitors	Hep lipid drop	Hep lipid drop cells 6.5 µM	TNAP activators	Ins promoter up	Ins promoter up cell count
Cc1cccc(NC(=O)CN(c2ccc(F)cc2)S(C)(=O)=O)c1	-0.533	0.494	-0.128	-1.62	1.1	1447	i	51.7	i	0.4	1.1	1.1	7.8	.	-10.6	689	1	-1.61	1484
CCOC(=O)N1CCN(C(=O)CN2C(=O)COc3ccc(C(C)(C)C)cc32)CC1	-0.0673	-0.404	-0.338	0.625	-2.9	803	i	30.5	i	1.6	3.3	2.4	3.5	-10.7%	.	.	1	-0.05	1284
CCOC(=O)c1sc2ncn(C(CC)C(=O)OC)c(=O)c2c1C (stereo not drawn)	-0.356	-0.195	0.194	-0.381	-1.9	1141	i	18.9	i	6.5	3.7	2.2	5.4	9.0%	.	.	1.1	0.33	1070
CC(C)(C)NC(=O)/C(=C/c1cccnc1)NC(=O)c1ccco1	0.402	-0.19	0.176	0.156	-0.7	1309	i	18.0	i	0.4	.	.	.	.	-2.1	733	.	0.07	1139
CCCCNCc1cc(Br)c(OCc2cccs2)c(OC)c1	-0.958	-0.204	-0.876	0.252	-0.2	1380	i	27.5	i	1.1	0.8	0.8	6.2	2.2%	.	.	1.1	-0.93	1468
Cc1cccc(Cn2cnc3c(N)c(C)c(C)cc32)c1	0.0272	-0.256	0.179	0.292	0.4	1028	i	53.5	i	0.3	3.0	2.6	8.2	34.1%	.	.	1	-0.16	1314
CCCc1[nH]n(-c2ccc(F)cc2)c(=O)c1C=Nc1cccc(F)c1	0.0486	-0.223	0.0152	0.233	36.0	124	i	38.0	i	3.7	17.0*	45.6*	44.1*	-14.6%	-12.9	654	0.8	0.3	1108
O=[N+]([O-])c1cc(-c2nnc(Nc3ccccc3)c3ccccc23)ccc1N1CCOCC1	-0.647	-0.177	-0.3	0.638	-3.1	1151	i	17.1	i	0.5	4.1	3.4	7.4	12.8%	-6.0	656	0.9	-0.68	1314
COc1cccc(NC(=O)C(OC(=O)/C=C/c2ccc3c(c2)OCO3)c2ccccc2)c1 (stereo not drawn)	0.508	-0.32	0.671	-0.614	1.0	1156	i	56.3	i	1.7	1.1	1.3	9.7	20.1%	-15.4	795	1	0.93	845
CCOc1cc2[nH]c(=O)n(CCCC(=O)NCc3ccc(OC)cc3)c(=O)c2cc1OCC	0.755	-0.182	1.03	-0.211	-1.1	1326	i	39.2	i	0.5	1.8	1.9	6.4	6.5%	.	.	1.1	2.05	1482
CSc1cc(-c2ccc(Cl)cc2)c(C(=O)NC(C)C)s1	2.19	-0.162	1.1	-2.32	.	.	i	55.4	i	0.2	4.5	2.5	9.7	-4.2%	.	.	1.1	.	.
COC(=O)CC1(C(=O)OC)Oc2ccc(Br)cc2C(=O)N1c1cc(Cl)cc(Cl)c1 (stereo not drawn)	-0.693	-0.231	-0.301	0.712	1.5	1188	i	14.2	i	0.7	.	.	.	.	0.8	742	.	-0.16	1467
NC(=O)c1cccnc1OCC(F)(F)F	-0.334	-0.212	-0.271	-0.122	-2.0	1297	i	26.5	i	0.5	.	.	.	.	19.0	690	.	-0.04	1479
O=C(c1ccccc1F)N(Cc1ccccc1)C1CCS(=O)(=O)C1 (stereo not drawn)	0.859	-0.179	0.856	-1.46	-5.5	978	i	27.5	i	1.2	4.3	1.3	0.7	4.8%	.	.	1.1	0.74	1592
COC(=O)CSc1nnc(CNC(=O)c2ccc(OC)c(OC)c2)n1C	0.789	-0.147	0.325	-1.32	-0.3	1116	i	18.6	i	0.7	1.6	1.3	4.5	6.8%	-0.1	706	1	1.09	1230
O=C1CSc2ccccc2N1Cc1ccc(F)cc1	-0.468	-0.186	0.0112	0.0109	-0.6	850	i	28.4	i	0.6	7.1	3.5	9.1	12.4%	.	.	1.1	1.23	1183
COc1ccc(-c2nnc(SCc3nnc(-c4ccccc4)o3)n2C)cc1OC	-0.67	-0.21	-0.0747	0.231	0.4	1163	i	17.0	i	0.6	4.1	2.5	4.6	-0.7%	.	.	1.1	-0.79	1004
COC(C[C@@H](O)CC(=O)[C@@H](C)OCc1ccccc1)OC	0.951	-0.639	0.558	-1.19	-0.1	1382	.	.	i	0.4	.	.	.	.	7.4	743	.	0.73	806
CCCN(CCC)C(=O)COc1cc(=O)n(CC)c2ccccc12	-0.346	-0.198	0.112	0.0951	0.8	1079	i	32.0	i	1.2	6.2	2.2	5.0	15.8%	2.9	610	1	0.57	1484
COc1ccc(-c2cc(C(=O)Nc3ccccc3SC)no2)cc1	-1.03	0.167	-0.497	0.682	0.3	1060	i	13.4	i	1.0	1.2	2.3	8.1	5.0%	-3.8	801	1	0.45	901
CSc1ncccc1C(=O)OCC(=O)NC(=O)NCCC(C)C	1.76	-0.213	1.84	-1.27	-1.6	760	i	8.4	i	0.6	3.7	1.6	3.9	4.4%	.	.	1.1	-0.05	1181
Cc1cccc(Cn2c(C(=O)OC(C)C)cc3c2ccn3C)c1	1.18	-0.201	0.663	-0.605	.	.	i	39.8	i	1.6	3.1	2.1	5.9	20.8%	-6.5	747	1.1	.	.
CCC(C)(C)NC(=O)Cn1c(-c2ccc(C)cc2)noc1=O	-0.522	2.37	0.933	-0.616	0.4	1242	i	29.5	i	0.6	.	.	.	.	-3.2	667	.	-0.48	1016
Cc1cc(OCc2cc3c(cc2Cl)OCO3)c2c(C)cc(=O)oc2c1	1.02	-0.117	0.401	-0.614	-1.1	1176	i	53.6	i	0.3	6.9	2.8	4.6	7.9%	9.2	611	1.1	-0.08	1468
Cc1cccc(NC(=O)c2cc(N3CCOCC3)nc3ccccc23)c1	-0.2	-0.312	0.239	0.345	1.1	1190	i	51.0	i	3.5	2.3	1.9	15.6	7.1%	.	.	1.1	-0.33	1126
O=C(COc1ccc(Br)cc1)c1ccc2c(c1)CCCC2	0.0564	-0.226	-0.254	0.128	.	.	i	26.8	i	0.3	1.2	1.5	5.1	6.1%	.	.	1.1	.	.
COC(=O)c1ccc(NC(=O)C(=O)NCC2CCCO2)cc1 (stereo not drawn)	-0.0661	-0.27	0.00457	0.503	-6.0	553	i	45.8	i	0.3	2.8	3.1	13.2	-9.3%	2.9	633	1.1	0.05	1254
CS(=O)(=O)N(CC(=O)NCc1ccccn1)Cc1ccc(Cl)cc1	0.285	-0.294	0.494	-0.0455	1.3	422	i	50.5	i	1.3	2.0	1.4	5.3	-21.3%	-0.5	752	1.1	.	.
Cn1nc(C(F)(F)F)cc1C(=O)NC1CCCCCC1	-0.406	-0.222	-0.81	0.627	.	.	i	35.5	i	2.9	2.3	2.7	7.1	-5.2%	.	.	1	.	.

Among those listed so far, these have an NH in an aromatic ring:
SMILES	Dynein cargo inh	Dynein cargo inh cytoplasmic EGFP	Dynein cargo inh nuclear GR-EGFP	Dynein cargo inh cell count	bCat nuc transl	bCat nuc transl cell count 5 µM	T cell HTS	T cell HTS vesicle-bound %	Myeloid diff MLP	Myeloid diff MLP GFP+ MAC1+ %	MT stabilizer	MT stabilizer Hoechst-high %	MT stabilizer cytotoxicity %	PMI inhibitors	Hep lipid drop	Hep lipid drop cells 6.5 µM	TNAP activators	Ins promoter up	Ins promoter up cell count
CCCc1[nH]n(-c2ccc(F)cc2)c(=O)c1C=Nc1cccc(F)c1	0.0486	-0.223	0.0152	0.233	36.0	124	i	38.0	i	3.7	17.0*	45.6*	44.1*	-14.6%	-12.9	654	0.8	0.3	1108
CCOc1cc2[nH]c(=O)n(CCCC(=O)NCc3ccc(OC)cc3)c(=O)c2cc1OCC	0.755	-0.182	1.03	-0.211	-1.1	1326	i	39.2	i	0.5	1.8	1.9	6.4	6.5%	.	.	1.1	2.05	1482
